# AMA1-RON2 inh = AMA1-RON2 (P. falciparum) interaction inhibition. AlphaScreen AMA1-biotinylated RON2 peptide binding. Potency, µM (doses to about 58.2 µM), for the others: top-dose activity change, negative = inhibition, actives largely listed as inhibitors. actives 0.2% (n = 360,000). AID 720542;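 note: potency is the fitted concentration of half-maximal effect; 0% = vehicle wells and -100% = peptide control; nearly all actives have a fitted effect of over 45% in size; some results filed as inactive show a strong effect at the top dose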
#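 AMA1 (3D7) with his tag at 25 nM final met compounds first, then biotinylated RON2 peptide at 25 nM; detection used donor plus acceptor beads, 10 µg/mL apiece, read by AlphaScreen after 30 min at room temperature.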
# AmpC no deterg = inhibitors of E. coli AmpC beta-lactamase without detergent. AID 485341. AmpC nitrocefin hydrolysis, absorbance 480 nm, 0.0001% Triton. Potency, µM (highest dose often 57.1 µM), without a hit: top-dose activity change, negative = inhibition, hits mostly inhibitors. actives 0.52% (n = 330,000). P00811;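 note: potency is the fitted concentration of half-maximal effect; plate controls were no compound for no effect and no enzyme for full effect; nearly all actives have a fitted effect of over 20% in size; some results filed as inactive show a strong effect at the top dose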
# Target sequence (P00811 whole entry, looked up): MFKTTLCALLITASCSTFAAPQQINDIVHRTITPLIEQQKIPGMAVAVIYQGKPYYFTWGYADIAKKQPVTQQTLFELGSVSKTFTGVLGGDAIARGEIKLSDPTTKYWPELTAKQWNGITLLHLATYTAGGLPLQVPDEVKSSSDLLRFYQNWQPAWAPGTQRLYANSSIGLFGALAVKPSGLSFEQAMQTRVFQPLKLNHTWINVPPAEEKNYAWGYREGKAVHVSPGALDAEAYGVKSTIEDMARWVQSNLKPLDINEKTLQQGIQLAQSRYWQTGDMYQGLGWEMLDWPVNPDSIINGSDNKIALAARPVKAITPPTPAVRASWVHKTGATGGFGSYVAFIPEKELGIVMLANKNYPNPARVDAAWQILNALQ
#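 20 mM phosphate pH 7.0 + 0.01% (detergent screen) or 0.0001% Triton X-100; 5.3 nM AmpC reagent; cpd preinc 15 min RT; nitrocefin (800 uM stock) to start; A480 q20 s × 4 min; Activity was normalised to no-enzyme and no-compound control wells.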
# HCMV inh = human cytomegalovirus inhibition; actives 4.5% (n = 410,000); HFF cells, HCMV-luciferase reporter, 72 h; active compounds read low; AID 1259415; activity change, negative = inhibition, % at 57.5 µM; in the data active = activity change below about -60%; inconclusive = no clear call, values can overlap the other calls; inactive = above about -39%
#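 Compounds were evaluated in HFFs infected with an HCMV luciferase reporter virus (MOI 1 PFU/cell). Luciferase in lysates collected 72 h post infection served as the replication measure.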
# AmpC detergent = inhibitors of E. coli AmpC beta-lactamase with detergent; AmpC hydrolysis of nitrocefin, absorbance 480 nm, 0.01% Triton; P00811; actives 0.041% (n = 370,000); AID 485294; Potency, µM (top dose mostly 114 µM), without a hit: at the top dose activity change, negative = inhibition, hits mostly inhibitors;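 note: potency is the fitted concentration of half-maximal effect; 0% = no-compound wells and -100% = no-enzyme wells; nearly all actives have a fitted effect of over 25% in size; some results filed as inactive show a strong effect at the top dose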
#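 20 mM phosphate pH 7.0 + 0.01% (detergent screen) or 0.0001% Triton X-100; 5.3 nM AmpC reagent; cpd preinc 15 min RT; nitrocefin (800 uM stock) to start; A480 q20 s × 4 min; Activity was normalised to no-enzyme and no-compound control wells.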
# Sm TGR inh = inhibitors of Schistosoma mansoni thioredoxin glutathione reductase | purified TGR, DTNB reduction, TNB absorbance 405 nm | Q962Y6 | Potency, µM (highest dose often 114 µM), for the others: top-dose activity change, negative = inhibition, usual class: inhibitors | actives 3% (n = 360,000); note: potency is the fitted concentration of half-maximal effect; nearly all actives have a fitted effect of over 60% in size
#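 First, TGR (20 nM dispensed) and NADPH were mixed with compound. Second, a 15 min room-temperature incubation followed. Third, further NADPH and then DTNB were added to start the reaction. Finally, TNB absorbance was monitored kinetically.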
# Giardia FBPA inh = Giardia lamblia aldolase inhibition. A8B2U2. purified Giardia FBPA. Potency, µM (doses to about 59.6 µM), inactives show top-dose activity, negative = inhibition, most hits filed as inhibitors. actives 0.71% (n = 290,000); note: potency is the fitted concentration of half-maximal effect; nearly all actives have a fitted effect of over 55% in size
# Target sequence (A8B2U2 whole entry, looked up): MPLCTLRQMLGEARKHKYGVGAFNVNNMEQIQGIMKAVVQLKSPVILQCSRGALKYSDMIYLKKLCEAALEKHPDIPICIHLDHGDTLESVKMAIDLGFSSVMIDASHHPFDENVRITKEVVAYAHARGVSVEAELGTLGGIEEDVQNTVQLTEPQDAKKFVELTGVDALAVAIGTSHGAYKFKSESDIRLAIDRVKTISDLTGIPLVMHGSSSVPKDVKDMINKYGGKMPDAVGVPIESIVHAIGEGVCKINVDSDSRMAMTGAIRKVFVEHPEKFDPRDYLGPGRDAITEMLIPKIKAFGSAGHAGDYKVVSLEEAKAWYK
#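 Giardia FBPA (40 nM reagent) was preincubated 10 min at RT with compound (up to 57.5 uM final), then substrate plus GAPDH/TPI/NAD/arsenate coupling system with diaphorase/resazurin was added; resorufin fluorescence (525/598 nm) was read after 20 min.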
# Active calls of the source: *; ? = inconclusive; · = no result given; & = joins results of further samples; [ ] = remark or other dose. Unless noted, calls come from the whole dose curve; as a rule, active = well fitted curve in the direction sought with a large enough effect; inconclusive = small, poorly fitted or top-dose-only effect, or another doubt; inactive = no such curve, though single readings can be large; an effect the other way counts as inactive or inconclusive. Unless noted, % is set by controls: 0 for no effect and ±100 for the full control effect.
SMILES,AMA1-RON2 inh,AmpC no deterg,HCMV inh,AmpC detergent,Sm TGR inh,Giardia FBPA inh
CC(NCc1ccc(F)cc1)C(=O)Nc1cc(S(=O)(=O)N2CCCCC2)ccc1Cl (stereo not drawn),2%,41%,66,-13%,-2%,0%
C=C1CCC2C(C)(C)[C@H](O)CC[C@@]2(C)[C@@H]1COc1cc(=O)oc2ccccc12 (stereo partly drawn),4%,113%[activator],·,?,-8%,-4%
N#Cc1cn(OCc2ccccc2)c(=O)[nH]c1=O,-7%,-19%,6,?,3%,-3%
COc1ccc(NC(=O)NCc2c(-n3cccc3)sc3c2CCCC3)c(OC)c1,·,·,-4,21%,-2%,·
Cc1cc2c(cc1S(=O)(=O)Nc1ccc(OC(F)(F)F)cc1)OCC(=O)N2,-16%,-11%,-24&-5,-16%&24%,-10%&-2%,·
CCC(C(=O)Nc1cc(C)on1)c1ccccc1 (stereo not drawn),-17%,-11%,51,-11%,-19%,4%
C=CCc1c(C)nc(-c2ccccc2)nc1N/N=C(\C)c1ccc(N)cc1,4%,-19%,-13,-2%,3%,-27%
Cc1c(N=Cc2ccc(Cl)o2)c(=O)n(-c2ccccc2)n1C,-7%,55%,48,2%,22µM*,-13%
O=C(COc1ccc(Cl)cc1)NCCSc1ccccc1,14%,-10%,16,?,-14%,0%
Cc1ccsc1C(=O)OCC(=O)N1CCN(c2ccccc2)CC1,7%,-10%,18,·,·,·
COC(=O)c1ccc(C2/C(=C(\O)c3ccc4c(c3)OCCO4)C(=O)C(=O)N2c2nnc(C)s2)cc1 (stereo not drawn),-5%,-26%,23,?,-30%,-5%
COc1ccc(N2CC(C(=O)Nc3nnc(SCC(=O)NC(C)(C)C)s3)CC2=O)cc1 (stereo not drawn),3%,-21%,?,-3%,23%,4%
Cc1ccc(NC(=O)CSc2nc(C)c(C)c(C)n2)c([N+](=O)[O-])c1,-9%,6%,22,-9%,0%,-9%
CCOC(=O)c1ccc(N2Cc3cc(C)c(C)cc3C2)cc1O,·,-25%,·,-14%,-13%,4%
COc1c2ccoc2cc2oc(=O)ccc12,-5%,-10%,2,·,·,2%&0%
O=c1c(-c2ccc(Cl)cc2)[n+]([O-])c2ccccc2n1OCc1ccccn1,-2%,-18%,-39,-8%,-12%,0%
CC[n+]1cc(C)ccc1/C=C/c1ccc(N(C)C)cc1,-18%,-10%,-99*,2%,0%,1%
O=C(NCC1CCCO1)c1cccc(NS(=O)(=O)c2ccc(Br)cc2)c1 (stereo not drawn),6%,-25%,-25,-11%,-3%,·
Cn1c2ccccc2n2c(=O)c(=O)n(CC(=O)c3ccc(Cl)cc3)nc12,7%,-23%,-27,-17%,0%,6%
CCOC(=O)N1CCN(S(=O)(=O)c2ccc(C(=O)NNc3nc4ccc(Cl)cc4s3)cc2)CC1,145%[activator],?,·,?,-5%,-4%
Cc1cc(C)c(NC(=O)NC2CCCCC2)c(C)c1,0%,2%,38,-5%,-7%,3%
C=CCn1c(-c2ccc3ncccc3c2)n[nH]c1=S,71%[activator],-9%,-7,7%,0%,?
O=C(c1ccc(Cl)c(S(=O)(=O)NCc2ccco2)c1)N1CCN(c2ccc(F)cc2)CC1,15%,-2%,-16,?,-15%,3%
O=C1CC(N2CCN(S(=O)(=O)c3ccccc3F)CC2)C(=O)N1c1ccc(F)cc1F (stereo not drawn),-2%,-6%,21,·,·,·
O=C(N/C(=C\c1cccc([N+](=O)[O-])c1)C(=O)N(CCO)CCO)c1ccco1,-9%,-3%,-30,-4%,·,0%

# Part of the list above, tab-delimited:
SMILES	AMA1-RON2 inh	AmpC no deterg	HCMV inh	AmpC detergent	Sm TGR inh	Giardia FBPA inh
O=C(NCC1CCCO1)c1cccc(NS(=O)(=O)c2ccc(Br)cc2)c1 (stereo not drawn)	6%	-25%	-25	-11%	-3%	·
Cn1c2ccccc2n2c(=O)c(=O)n(CC(=O)c3ccc(Cl)cc3)nc12	7%	-23%	-27	-17%	0%	6%
CCOC(=O)N1CCN(S(=O)(=O)c2ccc(C(=O)NNc3nc4ccc(Cl)cc4s3)cc2)CC1	145%[activator]	?	·	?	-5%	-4%
Cc1cc(C)c(NC(=O)NC2CCCCC2)c(C)c1	0%	2%	38	-5%	-7%	3%
C=CCn1c(-c2ccc3ncccc3c2)n[nH]c1=S	71%[activator]	-9%	-7	7%	0%	?

# (further entries)
SMILES,AMA1-RON2 inh,AmpC no deterg,HCMV inh,AmpC detergent,Sm TGR inh,Giardia FBPA inh
C=CCn1c(SCc2ccccc2C#N)nnc1-c1ccccc1O,-5%,-30%,12,-7%,-15%,-1%
CCN(CC)C(=O)c1cc2c(=O)n3ccccc3nc2s1,22%,-39%,145,-12%,0%,0%
NC(CSC12CC3CC(CC(C3)C1)C2)C(=O)O (stereo not drawn),26%,-8%,-7,-5%,?,-5%
O=C(COc1ccc(Cl)cc1Br)NCC(c1ccco1)N1CCCC1 (stereo not drawn),-7%,105%[activator],-38,?,-17%,·
CCN(CC)S(=O)(=O)c1cccc(-c2n[nH]c(=S)n2/N=C/c2ccc(OC)cc2)c1,57%[activator][11.6 µM],-23%,-3,?,-1%,19%
Cn1nc(-c2ccc(OCC(=O)Nc3ccccc3)cc2)c2ccccc2c1=O,-8%,36%,70&0,14%&-13%,2%&4%,0%
Cn1c(SCC(=O)NNC(=O)c2ccccc2)nnc1C1CC1,13%,-14%,?,-10%,-1%,-8%
COc1ccc(-c2nn(-c3ccccc3)cc2/C=N/Nc2ccc3ccccc3n2)cc1OC,-5%,53%,-26,-5%,6%,3%
Cc1ccnc2nc(C(=O)OCC(=O)NC3CCC(C)CC3)nn12 (stereo not drawn),3%[11.6 µM],-17%,35,-15%,0%,·
COc1ccc(-c2nc(-c3ccc(NC(=O)c4ccncc4)cc3)no2)cc1OC,-5%,10%,·,-6%,4%,3%
COc1ccc(Oc2c(Cl)cnn(-c3ccc(Cl)c(Cl)c3)c2=O)cc1,5%,-10%,28,0%,7%,3%
CCOC(=O)[C@@H]1[C@H]2COc3ccccc3[C@@H]2N2C(=O)N(c3ccc(F)cc3)C(=O)[C@@]12C,-3%,27%,7,-13%,-9%,-2%
Cc1ccc(CCNC(=O)C2CCN(S(=O)(=O)c3c(C)nn(C)c3C)CC2)cc1,-8%,2.5µM*,8,?,-24%,2%
COc1ccc(-n2c(=O)c3c(c4cc(OC)ccc4n3C)n(CCC(C)C)c2=O)cc1,·,·,-1,2%,19%,·
Cc1cc(C)nc(N/N=C/c2ccccc2OCc2ccc([N+](=O)[O-])cc2)n1,23%,-31%,6,-10%,7%,-26%
CCCc1nc([N+](=O)[O-])c(S(=O)(=O)c2ccccc2)n1CC(C)C,7%,0%,-93*,2%,0.89µM*,1%
O=C(O)C(Cc1c[nH]c2ccccc12)NS(=O)(=O)c1cccc(Cl)c1Cl (stereo not drawn),-2%,-29%,67,-11%,-8%,12%
NC(=O)CC(c1ccccc1)c1ccc2c(c1)OCO2 (stereo not drawn),4%,-12%,-9,2%,-4%,8%
COc1ccc(/C=C/C(=O)Nc2ccc(C)cc2)cc1S(=O)(=O)N1CCOCC1,-10%,57%,-73*,-5%,8%,-3%
CCCCN(C)CCNC(=O)c1cc(=O)[nH]c2ccc(S(=O)(=O)N3CCCCCC3)cc12,·,·,6,8%,1%,·
COc1ccc(CNC(=O)CN(C(=O)CCC(=O)Nc2ccccn2)c2cc(C)ccc2C)cc1,-3%,62%[activator],16,-10%,-8%,3%
O=C(NCc1ccccc1)C(=O)c1cn(CC(=O)N2CCOCC2)c2ccccc12,16%,88%[activator],-2,-2%,-14%,·
Cc1onc(-c2ccccc2Cl)c1NC(=O)NCc1cccs1,0%,-2%,-7,4%,1%,4%
COc1cc(NC(=O)c2ccc(N3CCCC3=O)cc2)cc(OC)c1,-18%,-8%,46,·,·,·
CC1CCCN(C(=O)CCNS(=O)(=O)c2ccc3c(c2)c(=O)n(C)c(=O)n3C)C1 (stereo not drawn),2%,12%,0,-14%,-1%,5%

# More results follow.
SMILES,AMA1-RON2 inh,AmpC no deterg,HCMV inh,AmpC detergent,Sm TGR inh,Giardia FBPA inh
CCn1cc(C=O)c2cc(S(=O)(=O)N3CCOCC3)ccc21,-21%,-25%,-18,-9%,3%,4%
Cc1ccc2nc(/C=C/c3cccc(F)c3)ccc2c1,45%[activator],-28%,43,?,?,-8%
Cn1nnnc1SCC1=C(C(=O)O)N2C(=O)C(NC(=O)Cn3nc(C(F)F)cc3C3CC3)C2SC1 (stereo not drawn),8%,6%,-23,3%,3.5µM*,?
O=C(Nc1cccc(C(F)(F)F)c1)C(Sc1n[nH]c(=O)[nH]c1=O)c1ccccc1 (stereo not drawn),-4%,-27%,-31,0%,8%,16%
COc1cccc(C(c2c(N)n(C)c(=O)n(C)c2=O)C(C)[N+](=O)[O-])c1 (stereo not drawn),-5%,-14%,-24,3%,?,1%
FC(F)(F)c1cccc(NC(=S)NC(c2ccccc2)c2ccccc2)c1,7%,-16%,-40,-7%,7%,-1%
COCCNc1c2c(nc3ccccc13)CCC2,2%,54%,-10,-8%,4%,-27%
CCOC(=O)N1CCN(C(=S)NC(=O)c2cc(Br)ccc2Cl)CC1,66%[activator],-49%,-30,-4%,-9%,?
O=C(Cn1nc(Cl)nc1Cl)c1ccccc1,1%,-14%,16,-9%,1%,-2%
COC(=O)C1=C(C)NC2=C(C(=O)CCC2)C1c1coc2ccccc2c1=O (stereo not drawn),3%,-18%,101,7%,0%,-2%
Cc1ccc(C(C)C)c(OCC(=O)Nc2cc(-c3nc4ccccc4[nH]3)ccc2C)c1,·,·,?,-11%,-10%,·
O=C(NC1CC(=O)N(c2ccc(F)cc2)C1)C(=O)c1c[nH]c2ccccc12 (stereo not drawn),-5%,-17%,15,?,-18%,·
CCCCC(=O)N(Cc1ccc2c(c1)OCO2)Cc1nc2ccccc2c(=O)[nH]1,67%[activator],-14%,2,6%,-1%,-18%
O=C(c1sc2ccccc2c1Cl)N1CCC2(CC1)OCCO2,3%,28%,-4,1%,6%,2%
CN(C1CCCCC1)S(=O)(=O)c1ccc(SCC(=O)C(C)(C)C)nc1,1%,-14%,-31,·,·,·
CCOC(=O)c1c(C)[nH]c(N=Nc2cccc(OC)c2)c1C,?,61%[activator],30,16%,40%[activator],-12%
Cc1cc(C)c[n+](-c2[nH]c(=O)sc2/C=N/N=C(\N)[S-])c1,103%[activator],-19%,-2,5%,3%,-26%
CCc1ccc(C(=O)Nc2cc(C)on2)o1,-16%,-11%,66,-3%,-3%,8%
N#CC(C#N)=c1ccc2c(c1)NC1(CCCCC1)N=2,22µM*,-14%,-85*,3%,-23%,?
Cc1cc(NC(=O)c2cccc(Cl)c2)n[nH]1,-3%,-22%,59,0%,3%,·
Cc1ccc(NC2CCCN(C(=O)c3ccnc(Cl)c3)C2)cc1C (stereo not drawn),-10%,31%,?,1%,-32%,·

# Screens: PubChem, National Center for Advancing Translational Sciences (NCATS)

# Rows are unselected, and some 7.8% of all compounds hit somewhere here.
